Source: PubChem (Broad Institute)
esBAF inh: blocks esBAF chromatin remodeling in mouse ES cells. reporter increase, % at 12.5 µM. 350,000 compounds, 2% hits. Bmi1-luciferase knock-in reporter, 24 h; 100% = twice the neutral-well signal; in the data active = activation above about 40%; inconclusive = no clear call, values can overlap the other calls;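 also: 0% = median of the plate's neutral control wells and 100% = double that signal; a rise in the Bmi1 reporter signal indicates esBAF inhibition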
RAD54 branch: RAD54 (human) branch migration inhibition; RAD54 Holliday junction branch migration, FAM/BHQ fluorescence; inhibition, % at 10.4 µM; 360,000 compounds, 0.14% hits; AID 602329;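 active = mean normalized replicate activity at least 40 and at least half of replicates scoring 40 or more; inconclusive = only one of the two criteria met; inactive = mean below 40 and under half of replicates reaching 40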;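 also: 0% = median of neutral control wells and 100% = median of positive control wells; inhibitors cause a drop in the FAM fluorescence signal; in these data hits start at about 50%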
Target sequence (Q92698 whole entry, looked up): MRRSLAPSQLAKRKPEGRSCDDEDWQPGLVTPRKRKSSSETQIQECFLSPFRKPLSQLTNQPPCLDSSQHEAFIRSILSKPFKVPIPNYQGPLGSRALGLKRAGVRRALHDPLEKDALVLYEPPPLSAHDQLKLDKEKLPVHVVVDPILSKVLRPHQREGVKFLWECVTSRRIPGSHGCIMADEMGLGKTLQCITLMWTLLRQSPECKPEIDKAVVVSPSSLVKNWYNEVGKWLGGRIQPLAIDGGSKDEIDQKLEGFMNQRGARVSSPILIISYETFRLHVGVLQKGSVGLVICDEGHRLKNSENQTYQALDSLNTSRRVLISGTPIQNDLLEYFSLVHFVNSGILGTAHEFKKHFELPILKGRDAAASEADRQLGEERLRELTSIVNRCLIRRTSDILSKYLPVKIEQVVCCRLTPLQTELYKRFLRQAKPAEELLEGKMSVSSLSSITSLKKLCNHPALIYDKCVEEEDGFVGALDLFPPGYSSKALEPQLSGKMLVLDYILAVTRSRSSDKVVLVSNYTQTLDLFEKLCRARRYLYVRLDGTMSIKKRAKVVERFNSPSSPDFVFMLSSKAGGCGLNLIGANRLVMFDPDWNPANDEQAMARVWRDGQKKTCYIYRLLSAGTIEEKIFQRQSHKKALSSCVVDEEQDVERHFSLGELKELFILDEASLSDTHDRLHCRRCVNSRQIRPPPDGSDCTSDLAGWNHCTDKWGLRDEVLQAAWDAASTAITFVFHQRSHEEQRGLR
FN deposition inh: fibronectin deposition inhibition; AID 743247; inhibition, % at 12.6 µM; 350,000 compounds, 0.086% hits; AH1F fibroblasts, Alexa488-fibronectin deposition fluorescence, overnight;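 active = mean inhibition across replicates of 30% or more, regardless of how many single replicates reach that level; inconclusive = mean under 30% yet at least half of replicates reach 30%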;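 also: positive control wells lacked labelled fibronectin entirely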
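Schedule: 1 h cell adhesion before compound, then overnight fibronectin incubation; test system: AH1F fibroblast monolayer depositing Alexa488-labelled fibronectin into matrix; quantity: 10000 AH1F cells per well; probe or stimulus: fluorescent fibronectin at 24 nM final; signal: fluorescence, ex 485 nm, em 525 nm; evaluation: percent inhibition as loss of matrix-bound fibronectin fluorescence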
Starred values were filed as active, the others as inactive; ? = inconclusive. Some of the compounds tested, so the mix of outcomes need not match the whole.

Fields – esBAF inh	RAD54 branch	FN deposition inh
O=C1CN(C(=O)COC(=O)COc2ccc3c(c2)CCC3)c2ccccc2N1
→ -6	-1	-18
Cc1ccc(CNC(=O)c2ccc(N3CCCC3=O)cc2)cc1
→ 7	-1	3
CCOC(=O)c1cc(-c2ccccc2)sc1NC(=O)CC(C)C
→ -1	-3	-5
CCCC(c1nnnn1Cc1cccs1)N1CCN(c2ccc(OC)cc2)CC1 (centres undefined)
→ -16	1	0
O=C(NNc1cccc(Cl)n1)Nc1cccc(Cl)c1
→ 11	7	-2
CC1(C)CC(=O)C/C(=N/NC(=O)CCCOc2ccc(Cl)cc2Cl)C1
→ 1	-4	3
CCCCOc1ccc(CNC(=O)NS(=O)(=O)c2ccc(OCC)cc2)cc1
→ -10	-3	-47
O=C(Cn1nc(-c2ccccc2F)ccc1=O)NCc1ccc2c(c1)OCO2
→ 2	6	0
CCCCOC(=O)Nc1cc(OC)c(Cl)cc1OC
→ 7	-17	12
O=C(Nc1ccccc1[N+](=O)[O-])c1nc[nH]c1C(=O)NCCO
→ -1	-10	-47
Cc1ccccc1N1CCN(C(=O)CCN2C(=O)c3ccccc3C2=O)CC1
→ 17	-1	1
Cc1ccc(S(=O)(=O)Nc2ccc3nc(N)sc3c2)cc1
→ -13	7	-135
CCOC(=O)Cc1csc(SC(C)C(=O)Nc2ccc(NC(C)=O)cc2)n1 (centres undefined)
→ -3	4	3
CCOC(=O)CSC1=C(C#N)C(c2ccccc2Cl)C(C(=O)OC)C(=O)N1 (centres undefined)
→ 2	11	1
O=C(O)CCCC(=O)NS(=O)(=O)c1ccc(Cl)cc1
→ 1	-3	-6
CCO/C(C)=N/n1c2nc3ccccc3nc2c2c(=O)n(CC(C)C)c(C)nc21
→ 3	2	-2
COc1ccc(NC(=O)c2cc(-c3ccc(OC)c(OC)c3)on2)cc1OC
→ 1	7	2
C=CCNC(=O)c1nc2ccccc2s1
→ 32	1	5
COc1cc(C2C(C(C)=O)=C(O)C(=O)N2c2ccc(Br)cn2)ccc1O (centres undefined)
→ 14	1	-3
COc1ccc(C(=O)NCC(C)C)c(OC)c1
→ -1	2	6
CCNC(=O)CN1C(=O)NC2(CCCCCC2)C1=O
→ -3	0	8
CC(C)OC(=O)C1=C(N)N2C(=O)CSC2=C(C(=O)OC(C)C)C1
→ -4	-4	-4
CCOC(=O)N1CCN(C(=O)Nc2ccc(Cl)cc2)CC1
→ 5	1	2
O=C(CN1CCN(S(=O)(=O)c2ccc(Cl)s2)CC1)NCc1ccc(Cl)cc1
→ 1	-9	9
CCOc1ncccc1C(=O)OCc1cn2cc(Cl)ccc2n1
→ 5	-17	6
N#Cc1c(NC(=O)c2cccnc2)sc2c1CCC2
→ 31	-10	5
COc1cc(-c2nn3c(-c4cccc(C)c4)nnc3s2)cc(OC)c1OC
→ -7	2	1
O=C(Cn1cnc2ccccc2c1=O)c1ccccc1
→ 29	2	-11
Cc1nc2cccc(C(=O)NC3CCCCC3)c2o1
→ 6	2	-6
Cc1ccccc1C(=O)Nc1ccc(N2CCOCC2)nc1
→ 23	-15	-12
CS(=O)(=O)Nc1ccc2c(c1)C(=O)OC2
→ 5	4	0
O=S1(=O)NC(=NC2CCCCCC2)c2ccccc21
→ -10	6	-1
Cc1cccc(C(=O)Nc2cccc(-c3cnc4ccccc4n3)c2)c1
→ 6	3	-7
CCOC(=O)c1c(C)n(C)c2ccc(OC)c(NC(=O)CN3CCCCC3)c12
→ -4	-5	-3
Cn1c(SCC(=O)Nc2nccs2)nnc1-c1ccncc1
→ -6	9	-13
O=C(CN1CCOCC1)OCCCC1CCCCC1
→ 9	0	-4
O=C1c2cccc3c([N+](=O)[O-])ccc(c23)C(=O)N1c1ccccn1
→ -3	16	1
COc1cccc(CNc2ccc(Br)cn2)c1O
→ 2	3	-2
CC1=NN(c2ccccc2)C(=O)/C1=C\N1CC(C)OC(C)C1 (centres undefined)
→ 0	4	7
Cc1ccc(CNC(=O)C2CCCN(C(=O)N(C)C)C2)cc1 (centres undefined)
→ -7	3	-12
O=C(NC1CCCC1)C(c1ccco1)N(Cc1ccccc1)C(=O)c1csnn1 (centres undefined)
→ -10	-6	4
CCc1ccc2c(c1)C(c1ccc([N+](=O)[O-])cc1)=NNC(c1ccc(F)cc1)=N2
→ 32	6	3
CCOC(=O)c1ccc(NC(=O)c2ccc3c(c2)OCO3)cc1
→ -4	4	1
O=C1CNCc2[nH]c3ccccc3c2N1c1ccccc1
→ 6	-22	-7
CCOC(=O)C1CCCN(C(=O)CCc2ccccc2)C1 (centres undefined)
→ 3	5	12
O=C(CSc1nnc(-c2ccco2)n1-c1ccccc1)NCc1ccc2c(c1)OCO2
→ -4	2	-7
COC(=O)C(C(=O)OC)C(C[N+](=O)[O-])c1ccc(OC)c(OC)c1 (centres undefined)
→ -3	15	3
COc1cccc(-n2nnnc2SCC(=O)Nc2cccc(NC(C)=O)c2)c1
→ 8	0	1
O=C(NCCOc1ccccc1)c1ncn[nH]1
→ -3	4	-7
CC(=O)O[C@@H]1[C@@H](OC(C)=O)[C@H](n2ccc3cc([N+](=O)[O-])ccc32)OC[C@@H]1OC(C)=O
→ -9	1	6
COc1ccccc1C1C=C(c2ccccc2)Nc2nnnn21 (centres undefined)
→ 20	3	11
O=C1c2ccccc2C(=O)N1CCc1ccccn1
→ -4	12	0
O=C(CC1C(=O)NCCN1C(=O)Nc1ccccc1)Nc1cccc(C(F)(F)F)c1 (centres undefined)
→ 8	2	-3
O=C(Nc1cccc(O)c1)c1ccccc1
→ 17	-1	-6
Cc1ccc(OCCNC(=O)Cn2cnc3c(=O)n(C)c(=O)n(C)c32)cc1C
→ 1	-3	-8
COc1ccc(NC(=O)CC(Cc2ccccc2)C(=O)O)cc1 (centres undefined)
→ 7	-2	0
CNC(=O)N(C1=NCC(C)S1)c1ccc(F)cc1F (centres undefined)
→ 0	-8	0
CC(C)=CCCC(C)CN1CCC(O)CC1 (centres undefined)
→ -1	-13	-6
C=CCNC(=O)C1CC(=O)N(c2ccc(OCC(=O)Nc3ccc(Cl)c(C(F)(F)F)c3)cc2)C1 (centres undefined)
→ -11	-3	-6
O=C(Nc1cccn(Cc2c(Cl)cccc2Cl)c1=O)c1ccc(Cl)cc1Cl
→ 7	-8	-2

Continuation.
Fields – esBAF inh	RAD54 branch	FN deposition inh
Cc1nn(C)cc1C(=O)NNC(=S)Nc1ccccc1
→ 5	-8	8
Cc1cc(C)nc(SCC(=O)Nc2ccc(S(=O)(=O)Nc3nccs3)cc2)n1
→ -7	-3	0
COc1ccc(NC(=O)CC2SC(=Nc3ccccc3)NC2=O)cc1 (centres undefined)
→ -1	9	2
Cc1cc(OCc2ccc(F)cc2)nc(-c2ccccc2O)n1
→ -9	-1	-9
CNc1c([N+](=O)[O-])cnn1-c1ccccc1Cl
→ 5	-2	4
CCCCCCCCCCn1cc(C(C)=O)c(=O)[nH]c1=O
→ 1	3	11
CC1=C(C(=O)N2CCOCC2)C(c2ccccc2F)C2=C(CC(C)(C)CC2=O)N1 (centres undefined)
→ 7	-1	7
O=C(Nc1ccccc1)C1CCN(c2nccs2)CC1
→ 2	6	1
O=C(CSc1nnc(-c2ccco2)o1)NCC(=O)c1ccccc1
→ 0	-2	1
CCN(CC)c1cccc(OC2=NS(=O)(=O)c3ccccc32)c1
→ -6	0	-2
O/N=C1/CCc2cccc3cccc1c23
→ 4	6	0
Cc1nc(C(=O)Nc2cccc(Cl)c2Cl)nn1-c1cc(OC(C)C)c(Cl)cc1Cl
→ -5	8	-7
Cc1ccc2[nH]c3c(=O)n(CCCN4CCOCC4)cnc3c2c1
→ 1	0	8
COc1ccc(OC)c(S(=O)(=O)n2cccn2)c1
→ 3	-2	-2
O=C(CN1CCC(n2nnc3ccccc32)CC1)Nc1ccc2c(c1)CCC2
→ 13	-1	-7
CCc1ccc2c(c1)cc(CN(C(=S)Nc1ccccc1C)C1CC1)c1nnnn12
→ 3	7	-5
c1ccc(CCNc2ncnc3scc(C4COc5ccccc5O4)c23)cc1 (centres undefined)
→ -23	13	6
O=C(CSCc1cccc(Cl)c1)NCc1ccc2c(c1)OCO2
→ -8	-2	-4
COc1cc2[nH]c(=S)n(Cc3ccco3)c(=O)c2cc1OC
→ -5	1	-8
COc1ccc(CCNc2oc(COc3ccccc3F)nc2C#N)cc1
→ 7	-12	-1
CC(=O)NCCNC(=O)[C@H](Cc1ccccc1)NC(=O)c1cccs1
→ -9	-6	7
COc1ccccc1C(=O)C(O)c1ccccc1OC (centres undefined)
→ -8	?	-4
COc1ccc(Cl)cc1NC(=O)CSc1nnc(CN2CCOCC2)n1-c1ccc(Cl)cc1
→ 1	4	-7
CCc1nc2c(cnn2-c2ccc(Cl)cc2)c(=O)n1-c1ccc(OC)cc1
→ -11	-3	0
c1ccc(-n2nnnc2SCc2ccccn2)cc1
→ 15	-5	-7
CCOc1nc(C)ccc1-c1noc(-c2ccccc2OC)n1
→ 27	10	-13
Cn1c(CCN2CCCCC2)nc2cc(NC(=O)Nc3ccccc3)ccc21
→ 23	1	1
CN(Cc1cc2ccccc2[nH]c1=O)S(C)(=O)=O
→ 13	-12	-3
CCN1CCN(S(=O)(=O)c2cc(C)c(OC)cc2C)CC1
→ -1	-8	5
Cc1ccc(-c2noc(CN3CCN(C(c4ccccc4)c4ccccc4)CC3)n2)cc1
→ 6	-8	-1
CCCNS(=O)(=O)c1ccc(OCC(=O)Nc2ccc3c(c2)OCCO3)cc1
→ -8	4	-9
CC(=O)Nc1ccc(N2CCOCC2)c(C(=O)Nc2cccc(C)c2)c1
→ -9	4	0
CC(=O)Nc1ccc(S(=O)(=O)N2CCN=C2C)cc1
→ -6	0	-24
COc1ccc(S(=O)(=O)NCCc2ccc(F)cc2)cc1
→ -1	5	3
O=C(NCc1ccc2c(c1)OCO2)c1cc2c(s1)CS(=O)(=O)C2
→ -6	2	-7
COc1ccc(OC)c2c(N3CC(C)OC(C)C3)cc(C(F)(F)F)nc12 (centres undefined)
→ -12	-5	-8
Cc1cc(NC(=O)COC(=O)C2CCCN2C(=O)c2cccs2)no1 (centres undefined)
→ -3	2	-4
COC(=O)Nc1ccccc1C(=O)N1CCCCC1
→ 0	5	-5
COc1cc(CC(=O)Nc2nccs2)cc(OC)c1OC
→ -2	-8	-3
CCCOc1ccc(C(=O)NCCO)cc1
→ 2	2	-3

Individual results from the results shown.
`c1ccc(-n2nnnc2SCc2ccccn2)cc1` @ RAD54 branch = -5
`Cc1ccc(-c2noc(CN3CCN(C(c4ccccc4)c4ccccc4)CC3)n2)cc1` @ RAD54 branch = -8
`COc1ccccc1C(=O)C(O)c1ccccc1OC` (centres undefined) @ esBAF inh = -8

Next part:
Fields – esBAF inh	RAD54 branch	FN deposition inh
COc1ccc(OCCCC(=O)Nc2ccc3c(c2)OCCO3)cc1
→ -10	8	1
COc1ccccc1-n1cnc2cc(NCc3cccs3)ccc21
→ -24	-7	5
O=C(CSCC(=O)c1ccccc1)Nc1ccccc1Cl
→ 7	-14	13
COc1nnc(-c2ccc(N3CCCCC3)c(NC(C)=O)c2)c2ccccc12
→ -7	1	4
CC12CCC(=O)N1C(C(=O)Nc1cccc3ccccc13)CS2 (centres undefined)
→ 5	-3	8
CCOC(=O)c1c[nH]c2c(Cl)c(Cl)ccc2c1=O
→ 14	5	-5
N#CC1=C(N)Oc2cc(O)ccc2C1c1ccccc1 (centres undefined)
→ -12	-9	-1
O=C(NC1CCCCC1)C(c1ccccc1)N1CCCC1 (centres undefined)
→ -3	-1	1
Cn1c(=O)c2c(ncn2CC(COCc2ccccc2Cl)OCc2ccccc2Cl)n(C)c1=O (centres undefined)
→ 2	0	-17
O=C(c1ccc(Br)cc1)c1cc(-c2ccccn2)c(N2CCOCC2)s1
→ 4	-10	5
COc1cc(/C=N/NC(=O)CNC(=O)c2ccc3c(c2)OCCO3)ccc1O
→ -4	-1	-5
Cc1ccc(/C=N/n2nnnc2N)o1
→ -4	1	4
CC1(C(=O)NCc2ccccc2)Oc2ccccc2NC1=O (centres undefined)
→ -6	-10	1
Cc1c(C(=O)OCC(=O)c2c(N)n(CC(C)C)c(=O)n(C)c2=O)oc2ccccc12
→ -7	3	0

Fetched by compound from above (2):
Fields – esBAF inh	RAD54 branch	FN deposition inh
CC12CCC(=O)N1C(C(=O)Nc1cccc3ccccc13)CS2 (centres undefined)
→ 5	-3	8
CCOC(=O)c1c[nH]c2c(Cl)c(Cl)ccc2c1=O
→ 14	5	-5
